Screening results: PubChem BioAssay, several laboratories
MT1-MMP txn act: activates MT1-MMP transcription | HT1080 MT1-MMP promoter luciferase reporter, luminescence, overnight; hits give high values | activation factor at 10 µM | hit rate 0.16% among 86,000 | AID 750;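 active = activation factor of at least 2 for MT1-MMP transcription at 10 µM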
Candida biofilm: kills Candida albicans biofilms | C. albicans biofilm + clotrimazole, Alamar Blue | inhibition, % at 6 µM | hit rate 0.14% among 85,000 | AID 834;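 active = inhibition above 20%; inactive = inhibition below 20%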;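 also: preformed 24 hr biofilms exposed to compound for 48 hr; 0% = biofilm without compound and 100% = blank killed by clotrimazole plus chlorhexidine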
ERb coact inh: blocks coactivator binding to human estrogen receptor beta; TR-FRET ER-beta LBD / SRC1-Cy5 peptide binding; receptor agonist-loaded with 1 µM estradiol; hit rate 1.3% among 86,000; inhibition, % at 25.6 µM;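 active = compounds whose percent inhibition of the receptor-coactivator binding signal exceeds about 50% in the single-dose screen, limit read from the data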;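 also: 0% = receptor plus peptide wells without compound and 100% = peptide-only wells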
sEH activator: soluble epoxide hydrolase (human) activation. purified human sEH enzymatic activity, activator screen. activation, % at 2 µM. hit rate 0.04% among 91,000. AID 717; in the data active = activation above about 37%; also: values of inactives mirror those of a sister screen read the other way
Target sequence (P34913 whole entry, looked up): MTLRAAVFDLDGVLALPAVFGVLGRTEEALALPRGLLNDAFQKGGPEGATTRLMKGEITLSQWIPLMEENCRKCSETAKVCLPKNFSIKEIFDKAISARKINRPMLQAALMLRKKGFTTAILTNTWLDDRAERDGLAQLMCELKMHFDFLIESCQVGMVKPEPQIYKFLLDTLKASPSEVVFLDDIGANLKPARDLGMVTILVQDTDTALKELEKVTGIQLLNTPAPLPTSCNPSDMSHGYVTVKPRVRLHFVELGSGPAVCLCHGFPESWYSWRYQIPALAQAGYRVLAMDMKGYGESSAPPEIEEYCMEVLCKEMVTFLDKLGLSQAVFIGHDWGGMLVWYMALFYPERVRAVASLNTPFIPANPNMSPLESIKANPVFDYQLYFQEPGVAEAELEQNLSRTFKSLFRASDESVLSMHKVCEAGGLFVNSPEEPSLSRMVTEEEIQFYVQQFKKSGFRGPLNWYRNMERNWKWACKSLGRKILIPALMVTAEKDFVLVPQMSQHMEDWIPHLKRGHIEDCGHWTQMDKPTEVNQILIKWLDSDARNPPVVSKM
CD11b adhes enh: CD11b/CD18-fibrinogen binding enhancement; P05107+P11215; K562 CD11b/CD18 adhesion to fibrinogen, ATPlite luminescence; activation, % at 10 µM; hit rate 0.07% among 93,000;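 active = 10 µM primary screen giving 50% or more activity, confirmed by 40% or more on retest at that dose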; also: strong numbers were not always called active; reference of the scale not given here
Smad3 FoxH1 inh: inhibitors of human Smad3 transcription factor binding. hit rate 0.29% among 88,000. P84022. TR-FRET Smad3/Dy647-FoxH1 peptide binding, europium anti-His. AID 630. inhibition, % at 25 µM;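 active = compounds that reduce the energy-transfer binding signal between the protein and its labelled peptide by more than half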;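 also: 0% = Smad3 plus labelled peptide maximal FRET and 100% = peptide-only background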
Target sequence (P84022 whole entry, looked up): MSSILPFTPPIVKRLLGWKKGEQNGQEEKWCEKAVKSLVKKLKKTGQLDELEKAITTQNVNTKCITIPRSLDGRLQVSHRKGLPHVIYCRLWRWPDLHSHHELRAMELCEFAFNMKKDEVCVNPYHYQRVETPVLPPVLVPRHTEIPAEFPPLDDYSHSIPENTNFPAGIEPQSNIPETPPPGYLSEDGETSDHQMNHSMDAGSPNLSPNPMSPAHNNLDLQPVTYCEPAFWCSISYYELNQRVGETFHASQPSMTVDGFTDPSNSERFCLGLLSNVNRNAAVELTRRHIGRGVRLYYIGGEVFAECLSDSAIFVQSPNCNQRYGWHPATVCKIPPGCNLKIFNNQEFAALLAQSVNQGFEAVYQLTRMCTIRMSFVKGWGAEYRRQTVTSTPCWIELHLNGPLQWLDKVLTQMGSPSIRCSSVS
Mac1 fbg inh: blocks human CD11b/CD18 adhesion to fibrinogen | K562 CD11b/CD18 adhesion to fibrinogen, ATPlite luminescence; Mn2+ added to activate the integrin | inhibition, % at 10 µM | AID 1497 | hit rate 0.54% among 93,000 | P05107+P11215;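 active = primary inhibition of 50% or more at 10 µM, then 40% or more on retest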; also: some results filed as inactive read as strong as hits
ERa coact pot: enhances coactivator binding to human estrogen receptor alpha; coactivator binding (% of control), % at 25.6 µM; P03372; hit rate 1.3% among 86,000; TR-FRET ERalpha-LBD/SRC-Cy5 coactivator binding, 2 h; 100 = basal binding, no effect; in the data active = activity above about 200%;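 also: binding measured in presence of low estradiol as agonist stimulus; 0% = peptide alone without receptor and 100% = receptor with peptide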
sEH inhibitor: inhibitors of human soluble epoxide hydrolase | P34913 | recombinant human sEH enzymatic activity assay | inhibition, % at 2 µM | AID 707 | hit rate 0.34% among 91,000; in the data active = inhibition above about 80%; also: values of inactives mirror those of a sister screen read the other way; many of its hits are not listed in these tables
Starred values were filed as active, the others as inactive; [ ] = another dose, or the depositor's remark. An excerpt; rates above refer to the full screens.

The first 3 compounds as a preview:
For CCCCn1cnc2c([nH]c3ccccc32)c1=O the results were MT1-MMP txn act 1.3, Candida biofilm 5, ERb coact inh -8, sEH activator 8, Smad3 FoxH1 inh -9, ERa coact pot 99 and sEH inhibitor -4.
`Cc1oc(-c2ccccc2)nc1CS(=O)CC(=O)O` (stereo unspecified) gave Candida biofilm 12, ERb coact inh 0, sEH activator -8, CD11b adhes enh 2, Smad3 FoxH1 inh -11, Mac1 fbg inh -14, ERa coact pot 93[fluorescence artefact?] and sEH inhibitor 8.
`O=C(Nc1ccncc1)c1cccc(F)c1` gave MT1-MMP txn act 1.2, Candida biofilm -1, ERb coact inh -9, sEH activator 14, CD11b adhes enh -2, Smad3 FoxH1 inh 6, Mac1 fbg inh -14, ERa coact pot 114 and sEH inhibitor -12.

The list itself, previewed entries included:
For CCCCn1cnc2c([nH]c3ccccc32)c1=O the results were MT1-MMP txn act 1.3, Candida biofilm 5, ERb coact inh -8, sEH activator 8, Smad3 FoxH1 inh -9, ERa coact pot 99 and sEH inhibitor -4.
`Cc1oc(-c2ccccc2)nc1CS(=O)CC(=O)O` (stereo unspecified) gave Candida biofilm 12, ERb coact inh 0, sEH activator -8, CD11b adhes enh 2, Smad3 FoxH1 inh -11, Mac1 fbg inh -14, ERa coact pot 93[fluorescence artefact?] and sEH inhibitor 8.
`O=C(Nc1ccncc1)c1cccc(F)c1` gave MT1-MMP txn act 1.2, Candida biofilm -1, ERb coact inh -9, sEH activator 14, CD11b adhes enh -2, Smad3 FoxH1 inh 6, Mac1 fbg inh -14, ERa coact pot 114 and sEH inhibitor -12.
For Cc1cc(S(=O)(=O)NCCN(C)C)c(C)s1 the results were MT1-MMP txn act 0.9, Candida biofilm 2, ERb coact inh -33, sEH activator -10, Smad3 FoxH1 inh 2, ERa coact pot 111 and sEH inhibitor 10.
`Cc1ccc(C2C(=O)N(C3CCCC3)CC(=O)N2CC2COc3ccccc3O2)cc1` (stereo unspecified) gave MT1-MMP txn act 1.2, Candida biofilm -4, ERb coact inh -1, sEH activator -8, Smad3 FoxH1 inh 0, ERa coact pot 103 and sEH inhibitor 9.
`COc1ccc(S(=O)(=O)Nc2ccc(S(=O)(=O)N3CCOCC3)cc2)cc1` gave MT1-MMP txn act 1, Candida biofilm 13, ERb coact inh -5, CD11b adhes enh -2, Smad3 FoxH1 inh -1, Mac1 fbg inh -5 and ERa coact pot 104.
For CC(NS(=O)(=O)c1ccc(OCC(=O)N2CCOCC2)cc1)c1ccccc1 (stereo unspecified) the results were MT1-MMP txn act 1, Candida biofilm 9, ERb coact inh 2, sEH activator -1, Smad3 FoxH1 inh 4, ERa coact pot 116 and sEH inhibitor 2.
`Cc1csc(SCC(=O)NC23CC4CC(CC(C4)C2)C3)n1` gave MT1-MMP txn act 1.1, Candida biofilm 2, ERb coact inh 3, sEH activator 24, CD11b adhes enh 0, Smad3 FoxH1 inh -8, Mac1 fbg inh -33, ERa coact pot 102[fluorescence artefact?] and sEH inhibitor -21.
For Cc1csc(NC(=O)C(NS(=O)(=O)c2ccc(Br)s2)c2ccccc2)n1 (stereo unspecified) the results were Candida biofilm 9, ERb coact inh -2, sEH activator 5, CD11b adhes enh -2, Smad3 FoxH1 inh 3, Mac1 fbg inh 6, ERa coact pot 112 and sEH inhibitor -2.
O=C1CC(c2c(F)cccc2Cl)C2=C(COC2=O)N1 (stereo unspecified) was read as sEH activator -14, CD11b adhes enh 7, Mac1 fbg inh -16 and sEH inhibitor 15.
Screening COC(=O)[C@@H]1C2CCC(C(=O)Nc3ccccc3)(CC2)[C@@H]1C(=O)OC returned MT1-MMP txn act 1.2, Candida biofilm -2, ERb coact inh 3, sEH activator 2, CD11b adhes enh -1, Smad3 FoxH1 inh 0, Mac1 fbg inh 10, ERa coact pot 100 and sEH inhibitor -5.
For Cc1nc(-c2ccccc2)sc1C(=O)CSc1ccc(F)cc1 the results were sEH activator 0, CD11b adhes enh 2, Mac1 fbg inh 21 and sEH inhibitor 2.
CSc1nsc(NC(=O)Cc2ccccc2)n1 was read as MT1-MMP txn act 1.3, Candida biofilm -2, ERb coact inh -10[fluorescence artefact?], sEH activator -2, CD11b adhes enh -3, Smad3 FoxH1 inh 2, Mac1 fbg inh 36, ERa coact pot 112[fluorescence artefact?] and sEH inhibitor 2.
`CN1CCCN(C(=O)c2ccc(Cl)c(S(=O)(=O)N(C)c3ccccc3)c2)CC1` gave MT1-MMP txn act 1.1, Candida biofilm 8, ERb coact inh 0, CD11b adhes enh 0, Smad3 FoxH1 inh -5, Mac1 fbg inh 4 and ERa coact pot 94.
`CCn1nnnc1Oc1ccc(Cl)cc1` gave MT1-MMP txn act 1.1, Candida biofilm 2, ERb coact inh -6, sEH activator -6, CD11b adhes enh -1, Smad3 FoxH1 inh 4, Mac1 fbg inh 6, ERa coact pot 107 and sEH inhibitor 7.
Screening Cn1c(SCc2cccnc2)nnc1-c1c[nH]c2ccccc12 returned MT1-MMP txn act 1.2, Candida biofilm -2, ERb coact inh -7[fluorescence artefact?], CD11b adhes enh -1, Smad3 FoxH1 inh 0, Mac1 fbg inh 0 and ERa coact pot 95.
Screening CCOC(=O)c1c(C)[nH]c(C(=O)Cn2nnc(-c3ccc(Cl)cc3)n2)c1C returned MT1-MMP txn act 1, Candida biofilm -5, ERb coact inh 3, sEH activator -13, CD11b adhes enh 0, Smad3 FoxH1 inh -4, Mac1 fbg inh 6, ERa coact pot 121 and sEH inhibitor 12.
For CCOC(=O)c1cn2cccnc2n1 the results were MT1-MMP txn act 1.2, Candida biofilm 2, ERb coact inh 6[fluorescence artefact?], sEH activator 8, CD11b adhes enh -6, Smad3 FoxH1 inh 10, Mac1 fbg inh -27, ERa coact pot 119 and sEH inhibitor -8.
`CC(C)Cn1c(CN(Cc2ccccc2)Cc2ccccc2)nc2c1c(=O)n(C)c(=O)n2C` gave MT1-MMP txn act 1.1, Candida biofilm 8, ERb coact inh 9[fluorescence artefact?], sEH activator 5, CD11b adhes enh -4, Smad3 FoxH1 inh -6, Mac1 fbg inh 22, ERa coact pot 79 and sEH inhibitor -5.
For O=C(NCCn1ccc2ccccc21)C1CCCCC1 the results were MT1-MMP txn act 1.2, Candida biofilm 8, ERb coact inh 3[fluorescence artefact?], Smad3 FoxH1 inh -14 and ERa coact pot 120.
For CCCN(CCC)CCCOC(=O)c1ccc(Cl)cc1Cl the results were MT1-MMP txn act 1, Candida biofilm 8, ERb coact inh -5, sEH activator -6, CD11b adhes enh -2, Smad3 FoxH1 inh 6, Mac1 fbg inh 1, ERa coact pot 98 and sEH inhibitor 7.
`CC(C)=CC(=O)Nc1ccc(Br)cc1` gave MT1-MMP txn act 1, Candida biofilm 4, ERb coact inh 1, sEH activator -35, CD11b adhes enh 0, Smad3 FoxH1 inh 4, Mac1 fbg inh 4, ERa coact pot 119 and sEH inhibitor 35.
For Cc1cc(NC(=O)CN2CCCCCCC2)no1 the results were MT1-MMP txn act 1.1, Candida biofilm 10, ERb coact inh 0, sEH activator 16, CD11b adhes enh -2, Smad3 FoxH1 inh 10, Mac1 fbg inh -4, ERa coact pot 113 and sEH inhibitor -19.
`O=C(CN1CCC(n2nnc3cc(F)ccc32)CC1)N1CCCc2ccccc21` gave MT1-MMP txn act 1, Candida biofilm 5, ERb coact inh -4, sEH activator 4, CD11b adhes enh 1, Smad3 FoxH1 inh 2, Mac1 fbg inh -11, ERa coact pot 114 and sEH inhibitor -2.
`COc1ccc(/C=N/N=C2/NC(=O)C(c3ccccc3)(c3ccccc3)S2)cc1` gave MT1-MMP txn act 1, Candida biofilm 1, ERb coact inh -30, sEH activator 2, CD11b adhes enh 0, Smad3 FoxH1 inh 17, Mac1 fbg inh -5, ERa coact pot 96 and sEH inhibitor 0.
`CN1C(=O)/C(=C2/C=CC=CN2C)OC1=S` gave MT1-MMP txn act 1, ERb coact inh 9, sEH activator -2, CD11b adhes enh -5, Smad3 FoxH1 inh 3, Mac1 fbg inh 2, ERa coact pot 97[fluorescence artefact?] and sEH inhibitor 0.
`Cc1occc1C(=O)Nc1cccc(Cn2cccn2)c1` gave MT1-MMP txn act 1.3, Candida biofilm 7, ERb coact inh -20[fluorescence artefact?], sEH activator 8, CD11b adhes enh 1, Smad3 FoxH1 inh 4, Mac1 fbg inh -2, ERa coact pot 105 and sEH inhibitor -4.
Screening CCn1c(=O)cc(OCC(=O)O)c2ccccc21 returned MT1-MMP txn act 1.2, Candida biofilm 5, ERb coact inh -5[fluorescence artefact?], CD11b adhes enh -2, Smad3 FoxH1 inh -2, Mac1 fbg inh -10 and ERa coact pot 123.
`Cc1nc(NC(=O)C2CCCCC2)sc1C` gave MT1-MMP txn act 1.7, Candida biofilm 4, ERb coact inh -5[fluorescence artefact?], sEH activator 1, Smad3 FoxH1 inh 11, ERa coact pot 99 and sEH inhibitor -2.
Cc1ccc2[nH]c(=O)c(CN(Cc3cccs3)Cc3nnnn3CC3CCCO3)cc2c1 (stereo unspecified) was read as MT1-MMP txn act 1, Candida biofilm 7, ERb coact inh 11, sEH activator -8, CD11b adhes enh -1, Smad3 FoxH1 inh -19, Mac1 fbg inh 4, ERa coact pot 60 and sEH inhibitor 8.
For CCCCn1c(-c2cccs2)nc2nc3ccccc3nc21 the results were MT1-MMP txn act 1.1, Candida biofilm -5, ERb coact inh -2, sEH activator 19, CD11b adhes enh -1, Smad3 FoxH1 inh 8, Mac1 fbg inh 9, ERa coact pot 90[fluorescence artefact?] and sEH inhibitor -21.
For Cc1ccc(S(=O)(=O)N2CCN(Cc3cccc(C)c3O)CC2)cc1 the results were MT1-MMP txn act 1, Candida biofilm 5, ERb coact inh -3, sEH activator -47, Smad3 FoxH1 inh 9, ERa coact pot 102 and sEH inhibitor 50.
`O=c1[nH]c(C2CCCN(S(=O)(=O)c3ccccc3)C2)nc2c1nnn2Cc1ccccc1` (stereo unspecified) gave MT1-MMP txn act 1.2, Candida biofilm 6, ERb coact inh 18, sEH activator 3, CD11b adhes enh -2, Smad3 FoxH1 inh -6, Mac1 fbg inh 5, ERa coact pot 71 and sEH inhibitor -5.
`CC(C)c1nc(SCC(=O)N2CCCc3ccccc32)c2c(=O)n(C)c(=O)n(C)c2n1` gave Candida biofilm 6, ERb coact inh -12, CD11b adhes enh 1, Smad3 FoxH1 inh 5, Mac1 fbg inh -2 and ERa coact pot 82.
For O=C(ONC1=NCCCCC1)c1c(F)cccc1F the results were MT1-MMP txn act 1.2, Candida biofilm 6, ERb coact inh 5, sEH activator -16, CD11b adhes enh -2, Smad3 FoxH1 inh -5, Mac1 fbg inh 0, ERa coact pot 108 and sEH inhibitor 18.
For CCOC(=O)C1CCCN(C(=O)c2cc(-c3ccc(C)cc3)on2)C1 (stereo unspecified) the results were MT1-MMP txn act 1, Candida biofilm 5, ERb coact inh -7, sEH activator -6, CD11b adhes enh -2, Smad3 FoxH1 inh 2, Mac1 fbg inh 0, ERa coact pot 115[fluorescence artefact?] and sEH inhibitor 3.
Screening COc1ccc(C2N=C(Nc3ccc(C)cc3)Nc3nc(C)cc(=O)n32)cc1 (stereo unspecified) returned MT1-MMP txn act 1.2, Candida biofilm -5, ERb coact inh 0, sEH activator 12, CD11b adhes enh -5, Smad3 FoxH1 inh -16, Mac1 fbg inh -6, ERa coact pot 108 and sEH inhibitor -12.
For Oc1cccc(-c2nc3c4c(ncn3n2)-c2ccccc2CC42CCCC2)c1 the results were sEH activator 7, CD11b adhes enh -6, Mac1 fbg inh 4 and sEH inhibitor -5.
Cc1cn(C(=O)c2ccccc2)c(=S)n1-c1ccc(Cl)cc1 was read as MT1-MMP txn act 1.1, Candida biofilm 10, ERb coact inh -8, sEH activator 23, Smad3 FoxH1 inh 10, ERa coact pot 94 and sEH inhibitor -26.
COc1cccc2[nH]c3c(=O)n(CCN(C)C)cnc3c12 was read as MT1-MMP txn act 1.1, Candida biofilm 8, ERb coact inh -10, CD11b adhes enh -1, Smad3 FoxH1 inh 5, Mac1 fbg inh -10 and ERa coact pot 118.
